# SKN-1 inh = blocks SKN-1 activity in C. elegans; C. elegans VP596 Pgst-4::GFP/RFP ratio, acrylamide-induced, 24 h; inhibition, % at 21.8 µM; 360,000 tested, 0.49% active; AID 624304;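 active means interference check ratio from 0.5 to 1.5 plus GFP to RFP signal ratio inhibition reaching or exceeding a fixed threshold, cut at about 30% in these data, passing the limit was not always enough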; further: some compounds called inactive have numbers as strong as hits
# Tb MetRS inh = blocks T. brucei methionyl-tRNA synthetase activity; purified T. brucei MetRS, ATP depletion, Kinase-Glo luminescence; inhibition, % at 11.9 µM; 360,000 tested, 0.4% active;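 active means inhibition above a per-plate cutoff of the control wells' mean inhibition plus 3 SD, cut at about 5.5% in these data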;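 further: 0% = DMSO wells median and 100% = median of wells with control inhibitor compound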
#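 assay system = parasite MetRS enzyme | timing = 15 min preincubation, 2 h reaction, all 25 °C | evaluation = percent inhibition relative to median high and low control wells | medium = HEPES buffer containing pyrophosphatase, BSA, spermine, DTT | compound = single dose, 11.9 µM final nominal, 0.9% final DMSO | detection = Kinase-Glo luminescence, ATP depletion format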
# MLLE-PAM2 inh = blocks PAM2 peptide binding to the PABP1 MLLE domain; P11940; GST-MLLE / FITC-PAM2 fluorescence polarization; inhibition, % at 20 µM; 360,000 tested, 0.36% active; AID 588489; in the data active means inhibition above about 35%, passing the limit was not always enough;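 further: plate controls were DMSO wells with GST-MLLE for no effect and wells lacking GST-MLLE protein for full effect; some results filed as inactive read as strong as hits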
# CendR NRP1 mod = NRP-1/CendR interaction modulation. O14786. FAM-RPARPAR peptide binding to NRP-1, fluorescence polarization. inhibition, % at 25 µM. 360,000 tested, 0.85% active. AID 602438;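 active means inhibition or corrected inhibition above about 18%, plus a signal ratio from 0.5 to 1.5, limit read from the data, passing the limit was not always enough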; further: strong numbers were not always called active
# Target sequence (O14786 whole entry, looked up): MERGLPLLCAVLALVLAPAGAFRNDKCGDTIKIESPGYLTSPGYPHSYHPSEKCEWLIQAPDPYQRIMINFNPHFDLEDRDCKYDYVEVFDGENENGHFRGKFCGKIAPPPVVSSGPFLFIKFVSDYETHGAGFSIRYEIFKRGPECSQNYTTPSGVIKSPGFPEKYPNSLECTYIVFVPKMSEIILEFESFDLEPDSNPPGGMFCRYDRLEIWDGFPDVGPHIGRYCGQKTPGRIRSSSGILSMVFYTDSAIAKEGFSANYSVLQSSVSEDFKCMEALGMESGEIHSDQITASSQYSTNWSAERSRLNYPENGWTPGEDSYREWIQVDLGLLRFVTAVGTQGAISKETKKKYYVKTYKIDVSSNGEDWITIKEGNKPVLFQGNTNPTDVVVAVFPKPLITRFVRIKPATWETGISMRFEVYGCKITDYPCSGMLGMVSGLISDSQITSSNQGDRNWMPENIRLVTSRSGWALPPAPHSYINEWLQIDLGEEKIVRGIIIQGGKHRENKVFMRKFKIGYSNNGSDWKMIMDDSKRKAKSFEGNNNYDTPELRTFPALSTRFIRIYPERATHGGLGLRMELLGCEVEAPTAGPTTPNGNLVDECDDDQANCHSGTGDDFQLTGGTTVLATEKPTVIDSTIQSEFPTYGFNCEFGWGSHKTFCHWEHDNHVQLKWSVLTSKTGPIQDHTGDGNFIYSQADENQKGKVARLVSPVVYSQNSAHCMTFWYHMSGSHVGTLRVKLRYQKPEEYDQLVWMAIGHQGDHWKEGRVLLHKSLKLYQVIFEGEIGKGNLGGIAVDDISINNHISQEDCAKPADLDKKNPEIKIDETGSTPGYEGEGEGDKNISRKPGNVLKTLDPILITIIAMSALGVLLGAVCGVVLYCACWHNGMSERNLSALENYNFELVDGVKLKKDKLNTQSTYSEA
# bovine MsrA act = bovine methionine sulfoxide reductase A activation; purified bovine MsrA, absorbance read-out; activation, % at 10.6 µM; 360,000 tested, 0.3% active; in the data active means activation above about 7.5%;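 further: 0% = vehicle and 100% = reference activator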
# MsrA inh = inhibits bovine methionine sulfoxide reductase A. 360,000 tested, 0.75% active. inhibition, % at 15.5 µM. AID 651718. purified bovine MsrA, absorbance read-out; in the data active means inhibition above about 4.5%;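 further: 0% = vehicle wells with enzyme and 100% = reference inhibitor wells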
# E coli Lon inh = E. coli protease La inhibition; P0A9M0; purified E. coli Lon protease, fluorescence polarization; inhibition, % at 7.94 µM; 360,000 tested, 0.42% active; AID 602123; in the data active means inhibition above about 13%, passing the limit was not always enough;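 further: 0% = enzyme with probe and DMSO and 100% = no enzyme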
# FAS-TE inh = inhibitors of human fatty acid synthase thioesterase domain; P49327; recombinant FAS-TE, OMFH fluorogenic substrate, fluorescence endpoint; inhibition, % at 15 µM; 360,000 tested, 0.67% active;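 active means compounds whose normalised, plate-corrected inhibition of enzyme fluorescence in the single-dose primary screen is 50% or more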;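 further: 0% = DMSO with enzyme and 100% = substrate without enzyme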
# MT1-MMP act inh = inhibitors of human MT1-MMP activation | P50281 | HT1080 RFP-PRO-GFP cells, GFP/RFP ratio fluorescence, overnight; percent of plate control window, DMSO zero | GFP/RFP ratio change, % at 20 µM | 360,000 tested, 0.061% active;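 active means GFP/RFP ratio change of at least 30% with cell ATP level not reduced by more than half and red fluorescence within 50% of control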; further: strong numbers were not always called active
#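 Assay system: HT1080 RFP-PRO-GFP cells | Dosing: 20 µM single dose, 1% DMSO | Incubation: Cells overnight before dosing, compound overnight, 37 °C, 5% CO2 | Evaluation: GFP/RFP fluorescence ratio | Control set: DMSO-only wells and HT1080 RFP-L50D-GFP cell wells as references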
# An asterisk follows results filed as active; · = not tested or not shown.
SMILES,SKN-1 inh,Tb MetRS inh,MLLE-PAM2 inh,CendR NRP1 mod,bovine MsrA act,MsrA inh,E coli Lon inh,FAS-TE inh,MT1-MMP act inh
Cc1nn(C)cc1C1C(C#N)=C(N)N(c2ccc(F)c([N+](=O)[O-])c2)C2=C1C(=O)CCC2 (stereo not given),2.6,-0.8,8.9,3.3,-12.7,2.0,1.3,-3.2,·
COCCNC(=O)c1onc(CSc2ccccc2C)c1C(=O)O,12.4,-0.3,-5.6,5.1,-1.6,1.2,2.1,-13.5,-1.1
O=C(c1cc(-c2ccncc2)nc2ccc(Br)cc12)N1CCN(c2ccccn2)CC1,24.5,-0.2,8.8,-5.3,-4.3,1.3,5.4,1.7,-2.2
COC(=O)c1ccccc1S(=O)(=O)C(C)(C)C,-4.0,0.1,5.6,15.0,-1.4,0.0,3.3,-4.1,-0.5
O=C(CN1C(=O)S/C(=C\c2ccccc2)C1=O)NNC(=O)c1ccccc1O,6.9,0.9,5.0,2.5,-2.9,3.6,15.0,23.2,5.7
COc1cc(C(=O)NCC2(c3ccccc3)CCCC2)cc(OC)c1OC,-12.5,-0.2,0.8,12.5,-2.8,0.7,-4.4,2.5,-2.5
CCOc1ccc(C(CC(=O)O)NC(=O)COc2ccccc2)cc1OC (stereo not given),1.1,-1.6,-3.0,6.4,-9.3,1.5,-6.5,-4.0,0.6
O=c1[nH]c(-c2ccc(O)cc2)nc2scc(-c3cccs3)c12,7.8,0.4,12.6,-11.0,-0.8,0.9,-3.0,2.4,-4.4
O=C(Oc1ccc[nH]c1=O)c1cccc(Cl)c1,6.1,-0.4,6.1,1.3,-1.1,0.9,-2.0,-4.7,-0.7
O=C(C1CCN(S(=O)(=O)c2cccc3cccnc23)CC1)N1CCN(c2ccc(Cl)cc2)CC1,11.7,0.5,17.4,6.5,-1.7,-1.2,7.4,16.5,2.0
CSc1nc(N)nc(SC2C=CCCC2)c1C#N (stereo not given),-6.8,-0.3,4.2,2.8,2.2,0.2,-8.2,13.3,1.2
N#Cc1ccc(C(=O)NCCCSc2ccccc2)cc1,8.2,0.0,4.1,5.5,-0.6,0.5,-9.0,9.2,2.8
O=[N+]([O-])/C=C/c1c(OCc2ccccc2)ccc2ccccc12,-3.5,-0.3,2.7,-5.8,-14.3,·,-2.0,-7.3,-26.0
COc1cccc(Nc2nc(-c3cccs3)nc3ccccc23)c1,19.2,0.0,11.4,5.2,-3.2,0.1,5.2,51.0*,-3.0
COC(=O)Nc1c(C(=O)OC)cc(OC)c(OC)c1OC,-8.2,-0.6,-5.9,-1.7,1.2,-0.6,6.1,-3.5,5.6
CC1CCN(c2c(NCC3CCC(C(=O)NCc4ccccc4)CC3)c(=O)c2=O)CC1 (stereo not given),-9.0,-0.4,3.5,-2.1,-0.1,-0.3,1.0,-0.9,-1.1
CC1(C)CNC(=O)c2sc(NC(=O)c3ccccc3)nc2C1,12.0,0.0,-4.6,5.3,-2.1,0.3,-7.8,-2.3,2.0
CCOc1ccc(NC(=O)Nc2cccs2)cc1,-16.9,-0.8,0.2,-7.1,-8.0,-0.5,4.2,-8.0,1.1
O=C(COC(=O)c1ccccn1)Nc1nccs1,-1.7,-0.1,-2.0,-8.6,-1.5,-0.4,1.0,-5.5,3.0
CC1CCN(CC(=O)N(C)c2c(N)n(Cc3ccccc3)c(=O)[nH]c2=O)CC1,11.2,-0.6,5.6,0.0,-1.3,0.6,-10.1,-3.5,14.5

# A run of entries taken from the entries so far, for reference:
SMILES,SKN-1 inh,Tb MetRS inh,MLLE-PAM2 inh,CendR NRP1 mod,bovine MsrA act,MsrA inh,E coli Lon inh,FAS-TE inh,MT1-MMP act inh
O=C(C1CCN(S(=O)(=O)c2cccc3cccnc23)CC1)N1CCN(c2ccc(Cl)cc2)CC1,11.7,0.5,17.4,6.5,-1.7,-1.2,7.4,16.5,2.0
CSc1nc(N)nc(SC2C=CCCC2)c1C#N (stereo not given),-6.8,-0.3,4.2,2.8,2.2,0.2,-8.2,13.3,1.2
N#Cc1ccc(C(=O)NCCCSc2ccccc2)cc1,8.2,0.0,4.1,5.5,-0.6,0.5,-9.0,9.2,2.8
O=[N+]([O-])/C=C/c1c(OCc2ccccc2)ccc2ccccc12,-3.5,-0.3,2.7,-5.8,-14.3,·,-2.0,-7.3,-26.0

# Carrying on:
SMILES,SKN-1 inh,Tb MetRS inh,MLLE-PAM2 inh,CendR NRP1 mod,bovine MsrA act,MsrA inh,E coli Lon inh,FAS-TE inh,MT1-MMP act inh
COc1cc(CN2CCCC(CO)(Cc3ccccc3C)C2)cc2c1OCO2 (stereo not given),-5.9,0.2,-11.1,-11.8,-3.0,1.5,-6.8,-2.5,-0.1
Cc1ccc(C2C3=C(CC(C)(C)CC3=O)NC3=C2C(=O)CC(C)(C)C3)o1,1.0,-0.2,5.0,3.6,2.1,0.3,-3.0,-7.5,2.4
COc1ccc(NC(=O)Nc2cnccn2)cc1OC,14.8,0.1,1.5,11.2,-1.3,0.3,-4.3,-5.5,-4.3
Cc1c([N+](=O)[O-])cc(C(=O)Oc2cccc(C(=S)N3CCOCC3)c2)cc1[N+](=O)[O-],-2.4,-1.3,10.6,0.9,-9.5,0.6,-1.2,41.9,2.7
CC1(C(=O)O)CCC(C(=O)N2CCOCC2)C1(C)C (stereo not given),-6.2,-0.2,5.8,15.9,-3.6,-0.3,-5.6,-7.5,0.0
COc1ccc(C2CC(=O)Oc3c(C(CCN4CCOCC4)c4cc(OC)c(OC)c(OC)c4)c(OC)cc(OC)c32)cc1 (stereo not given),12.7,-0.4,-3.9,10.1,-2.1,-0.3,-11.7,10.7,-0.7
CCOC(=O)C1CCN(C(c2cccc(F)c2)c2sc3nc(C)nn3c2O)CC1 (stereo not given),-22.4,2.1,3.2,1.4,-2.2,-0.6,-15.8,-4.3,2.8
CCN1CCCc2cc(CN(CCN3CCOCC3)C(=S)Nc3cc(F)cc(F)c3)ccc21,0.8,-0.4,-79.4,-12.7,-1.4,-0.6,5.6,8.5,-1.0
S=c1[nH]nc(-c2cc(-c3ccco3)[nH]n2)n1-c1ccccc1Cl,7.3,0.6,-21.2,-43.2,-2.8,1.2,-8.3,-6.5,-0.1
Cc1ccc(N/N=C(\C#N)C(N)=S)cc1C,-3.7,-0.2,22.5,8.2,-7.2,0.8,-4.3,0.3,-5.1
Cc1nn(C(C)C(=O)NCc2ccccc2F)c(=O)c2nn(-c3ccccc3)c(C)c12 (stereo not given),14.9,-0.6,-7.7,2.6,-4.3,-0.9,3.6,-5.3,1.8
CCCCSc1ccc(NC(=O)c2cccnc2)cc1,14.1,-0.8,-6.9,8.4,0.6,-0.5,4.6,3.3,4.4
Cc1ccc(OCC(=O)N(C)CC(=O)Nc2ccc(F)c(F)c2F)cc1,4.5,-0.7,10.6,15.2,-6.5,1.4,-0.6,2.8,5.2
COc1ccccc1C(=O)NC(CCSC)C(=O)N1CCN(C/C=C/c2ccccc2)CC1 (stereo not given),0.2,-0.6,27.7,-0.5,-2.9,1.2,0.4,1.8,5.5
Cc1ccc(C(=O)O/N=C(\N)c2cccnc2)cc1[N+](=O)[O-],-1.5,0.2,9.5,-1.7,-4.1,-0.1,0.2,1.8,0.3
COc1ccc2ccccc2c1C1CC(=O)N2CN(Cc3ccco3)CSC2=C1C#N (stereo not given),-4.0,0.8,-23.8,-9.0,-2.6,2.3,1.7,-2.2,3.4
COc1ccc2c(c1)[C@H]1[C@H](CO2)[C@H](c2ccccc2)[C@]2(C)C(=O)Nc3cc(F)c(F)cc3C(=O)N12,11.1,-0.3,-0.6,3.3,-2.7,-0.2,-0.2,71.2*,-24.4
NNC(=O)CSc1c(-c2ccccc2)c2cc(Cl)ccc2[nH]c1=O,-11.2,-0.8,1.9,9.3,-10.1,1.6,3.5,-4.5,6.1
O=C(CSc1nc2c(sc3ccccc32)c(=O)n1CCCN1CCCC1)NCc1ccccc1,8.0,-0.4,13.1,-6.8,-0.7,0.5,-8.2,10.3,-4.3
CC(=O)Nc1cccc(NC(=O)CSc2nc(=O)n(CCCN3CCOCC3)c3c2CCC3)c1,-11.3,-0.5,6.5,-8.6,-10.9,-0.4,8.4,-5.3,-5.9
CC(C)(C)c1cc(CN2CCN(CCO)CC2)cc(C(C)(C)C)c1O,-0.3,0.4,0.8,-0.3,-2.6,1.9,-3.9,-5.2,-0.3
COc1cccc(C2C(C(=O)c3sc(C)nc3C)=C(O)C(=O)N2CCN2CCOCC2)c1OC (stereo not given),2.8,-1.8,0.3,1.4,-9.9,3.7,-5.5,-9.4,-0.3
Cc1cccc(S(=O)(=O)Nc2cccc3c2C(=O)c2ccccc2-3)c1,-1.2,-0.5,-18.4,-17.0,-2.0,2.8,-40.4,30.4,-79.0
CC1CCC(NC(=O)C(NS(=O)(=O)c2cccc3nsnc23)C(C)C)CC1 (stereo not given),-1.9,-0.4,0.6,19.2,-0.8,2.1,-1.9,-2.6,-5.0
Cc1ccc(CNC(=O)c2ccccc2NC(=O)C2=CSCCO2)cc1,6.3,-0.3,-1.5,7.7,-1.2,-0.2,-7.4,11.2,3.0
COc1cccc(C(=O)Nc2ccccc2-c2ccccc2)c1,5.9,-0.6,3.0,3.0,-5.3,1.1,11.8,6.3,4.9
O=C(COC(=O)c1cc(Cl)nc2ccccc12)c1ccc(Cl)cc1,-4.6,-0.5,3.1,-7.2,-0.3,0.4,-8.7,24.2,-3.1
CCOC(=O)c1[nH]c(C)c(C(=O)Nc2cc(OC)ccc2OC)c1C,98.5,0.0,14.6,1.4,-6.0,-0.2,-4.5,-1.0,4.3
O=C(/C=C\c1ccc(-c2ccccc2)o1)c1ccccc1,12.6,-1.7,5.2,-18.8,-16.1,0.6,-36.0,9.2,-12.6
Cc1ccc2[nH]cc(CCNC(=O)CN3C(=O)c4ccccc4C3=O)c2c1,13.8,-0.1,14.7,-6.4,-2.9,-1.0,-4.2,-4.9,-0.2
C#CCOc1ccc(/C=C2/C(=O)NN(c3ccc(F)cc3)C2=O)cc1OC,9.0,-0.1,18.1,-2.5,-1.9,0.4,0.9,-3.8,3.2
Cc1ccc(NC(=O)C2C3/C=C\CCCCC32)cc1C (stereo not given),2.1,-1.0,-6.9,-6.1,-9.1,0.2,-1.9,-5.7,4.6
CCOC(=O)Cc1csc(NC(=O)/C=C/c2ccc(Br)o2)n1,-4.5,0.1,-8.2,-16.2,-8.9,5.5*,-1.0,-0.5,-3.7
C=CCC[C@H](Cc1ccc(F)cc1)C(=O)OC[C@@H](Cc1c[nH]c2ccccc12)NC(=O)[C@@H](CC=C)CC(=O)NCCO,7.2,-0.6,-16.3,16.9,-6.2,0.7,7.0,29.5,-7.3
CN1C(=O)C2(c3ccccc31)N(C)CC(c1ccccn1)C21SC(=S)N(Cc2ccco2)C1=O (stereo not given),-1.0,0.0,-3.1,3.1,-1.8,-0.7,4.0,17.2,-7.0
Cc1ccc(-c2nn3c(C)nnc3s2)cc1N,2.6,-0.5,3.7,-4.8,-2.7,0.5,6.7,-4.5,7.2
CC(=O)NC(CC(=O)N(Cc1ccccc1)c1cccc(C)c1)c1ccccc1 (stereo not given),-8.3,-0.2,8.8,-8.7,-5.4,-0.9,-6.0,0.3,-4.0
COc1cc(/C=N/NC(=O)c2c(-c3ccccc3)noc2C)ccc1O,13.1,-0.6,-8.1,8.9,-5.8,2.3,-6.0,-5.5,1.1
